# AmpC inh detg – blocks E. coli AmpC beta-lactamase in detergent assay | P00811 | AmpC hydrolysis of nitrocefin, absorbance 480 nm, 0.01% Triton | Potency, µM (doses to about 114 µM), inactives show at the highest dose activity change, negative = inhibition, usual class: inhibitors | 370,000 tested, 0.041% active | AID 485294;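 further: potency means the concentration at half of the fitted maximal effect; 0% = no-compound wells and -100% = no-enzyme wells; nearly all actives have a fitted effect of over 25% in size; some results filed as inactive show a strong effect at the top dose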
# Target sequence (P00811 whole entry, looked up): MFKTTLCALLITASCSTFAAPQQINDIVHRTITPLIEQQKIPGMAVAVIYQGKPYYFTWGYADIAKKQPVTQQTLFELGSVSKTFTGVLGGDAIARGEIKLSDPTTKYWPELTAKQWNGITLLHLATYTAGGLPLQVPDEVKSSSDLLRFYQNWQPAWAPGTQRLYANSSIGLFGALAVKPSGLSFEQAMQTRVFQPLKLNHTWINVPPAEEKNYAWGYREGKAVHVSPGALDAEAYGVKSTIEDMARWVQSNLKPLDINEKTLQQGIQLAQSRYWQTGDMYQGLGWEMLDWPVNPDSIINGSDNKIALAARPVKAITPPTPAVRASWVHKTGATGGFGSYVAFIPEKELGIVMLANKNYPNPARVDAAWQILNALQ
#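 AmpC (5.3 nM in the dispensed reagent) in 20 mM phosphate pH 7.0 with 0.01% (detergent screen) or 0.0001% Triton X-100 was preincubated with compounds for 15 min at room temperature. Nitrocefin was then added from an 800 uM solution, and hydrolysis was followed at 480 nm.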
# Sm TGR inh – S. mansoni TGR enzyme inhibition | Q962Y6 | purified TGR, DTNB reduction, TNB absorbance 405 nm | Potency, µM (doses to about 114 µM), inactives show at the highest dose activity change, negative = inhibition, actives largely listed as inhibitors | 360,000 tested, 3% active; further: potency means the concentration at half of the fitted maximal effect; nearly all actives have a fitted effect of over 60% in size
#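 TGR 20 nM + NADPH 100 uM (dispensed conc.), cpd preinc 15 min RT; start with NADPH (500 uM addition) then DTNB (15 mM addition). Kinetic TNB absorbance, 405 nm filter. Four-parameter Hill fit across titration.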
# AmpC no deterg – inhibitors of E. coli AmpC beta-lactamase without detergent; 330,000 tested, 0.52% active; Potency, µM (doses to about 57.1 µM), without a hit: top-dose activity change, negative = inhibition, actives largely listed as inhibitors; AmpC nitrocefin hydrolysis, absorbance 480 nm, 0.0001% Triton;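 further: potency means the concentration at half of the fitted maximal effect; plate controls were no compound for no effect and no enzyme for full effect; nearly all actives have a fitted effect of over 20% in size; some results filed as inactive show a strong effect at the top dose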
#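 20 mM phosphate pH 7.0 + 0.01% (detergent screen) or 0.0001% Triton X-100; 5.3 nM AmpC reagent; cpd preinc 15 min RT; nitrocefin (800 uM stock) to start; A480 q20 s × 4 min; Activity was normalised to no-enzyme and no-compound control wells.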
# HCMV antiviral – human cytomegalovirus inhibition. 410,000 tested, 4.5% active. HFF cells, HCMV-luciferase reporter, 72 h; hits give low values. activity change, negative = inhibition, % at 57.5 µM. AID 1259415; in the data active means activity change below about -60%; inconclusive means no clear call, values can overlap the other calls; inactive means above about -39%
#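 Two-dose cell screen: HFF monolayers treated with compounds and infected with luciferase-expressing HCMV at 1 PFU/cell, 72 h at 37C, then lysed for luciferase measurement.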
# FBPA Giardia inh – Giardia lamblia aldolase inhibition; A8B2U2; purified Giardia FBPA; Potency, µM (titrated, usually from 59.6 µM), without a hit: at the highest dose activity, negative = inhibition, most hits filed as inhibitors; 290,000 tested, 0.71% active; further: potency means the concentration at half of the fitted maximal effect; nearly all actives have a fitted effect of over 55% in size
# Target sequence (A8B2U2 whole entry, looked up): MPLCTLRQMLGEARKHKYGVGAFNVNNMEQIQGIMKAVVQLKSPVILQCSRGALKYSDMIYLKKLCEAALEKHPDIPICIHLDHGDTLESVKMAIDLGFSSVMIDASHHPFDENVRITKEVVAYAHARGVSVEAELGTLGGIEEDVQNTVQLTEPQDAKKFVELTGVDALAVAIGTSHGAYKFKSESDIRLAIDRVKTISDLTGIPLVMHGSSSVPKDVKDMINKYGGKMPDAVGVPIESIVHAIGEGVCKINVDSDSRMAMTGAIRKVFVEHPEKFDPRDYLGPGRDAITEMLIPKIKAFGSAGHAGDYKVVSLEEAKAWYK
#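 40 nM FBPA preincubated 10 min at RT with compound (up to 57.5 uM final), then substrate plus GAPDH/TPI/NAD/arsenate coupling and diaphorase/resazurin added. Fluorescence read after 20 min at RT, 525/598 nm.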
# AMA1 RON2 block – disrupts binding of P. falciparum AMA1 to RON2 | Potency, µM (highest dose often 58.2 µM), inactives show at the highest dose activity change, negative = inhibition, most hits filed as inhibitors | 360,000 tested, 0.2% active | AlphaScreen AMA1-biotinylated RON2 peptide binding;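 further: potency means the concentration at half of the fitted maximal effect; 0% = vehicle wells and -100% = peptide control; nearly all actives have a fitted effect of over 45% in size; some results filed as inactive show a strong effect at the top dose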
#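 AMA1 (3D7) with his tag at 25 nM final met compounds first, then biotinylated RON2 peptide at 25 nM; detection used donor plus acceptor beads, 10 µg/mL apiece, read by AlphaScreen after 30 min at room temperature.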
# Numbers without * were called inactive; ? = inconclusive; . = not tested or not shown; & = joins results of further samples; [ ] = another dose, or the depositor's remark. Unless noted, the call rests on the fitted dose curve; in most records, active means well fitted curve in the direction sought with a large enough effect; inconclusive means small, poorly fitted or top-dose-only effect, or another doubt; inactive means no such curve, though single readings can be large; an effect the other way counts as inactive or inconclusive. Unless noted, on the % scale 0 is the no-effect control and ±100 the full control effect.
1	CC(NC(N)=O)C(=O)Nc1ccc(Cl)c(S(=O)(=O)Nc2ccc(Cl)cc2)c1 (stereo not drawn)
2	Cn1c(SCc2ccccc2Cl)nc(C(F)(F)F)cc1=O
3	O=C(O)C1CC(c2ccccc2)=NO1 (stereo not drawn)
4	CN(C)S(=O)(=O)c1ccc(NCC2COc3ccccc3O2)c([N+](=O)[O-])c1 (stereo not drawn)
5	O=c1c2cc(N3CCOCC3)ccc2[nH]c(=S)n1CC1CCCO1 (stereo not drawn)
6	Cc1ccc(Cn2cc(C=O)c(-c3ccc(F)cc3)n2)cc1
7	O=c1oc2ccccc2cc1-c1cn2ccccc2n1
8	Cc1ccc(OCC(=O)N/N=C/c2ccccc2)c([N+](=O)[O-])c1
9	Cn1c(=O)c2c(nc(N3CCNCC3)n2Cc2cccc3ccccc23)n(C)c1=O
10	N#C/C(=C\c1cccc(F)c1)c1nc(-c2cc3c(ccc4ccccc43)oc2=O)cs1

compound no.,1,2,3,4,5,6,7,8,9,10
AmpC inh detg,?,-10%,0%,?,-7%,4%,5%,4%,-8%,15%
Sm TGR inh,2%,1%,-4%,-8%,?,2%,-32%,0%,-5%,6%
AmpC no deterg,-29%,-14%,-16%,-23%,-15%,-11%,-20%,-19%,30%,.
HCMV antiviral,-5,13,-10,39,54,-5,-63*,?,.,1
FBPA Giardia inh,7%,15%,0%,-2%,?,9%,-17%,-4%,0%[12.9 µM],.
AMA1 RON2 block,5%,12%,10%,-25%,36%[activator],12%,27%,4%,-15%,.

11	COc1ccccc1CNC(=O)CSc1ncc2c(n1)-c1ccccc1N(Cc1ccc(C)cc1)S2(=O)=O
12	O=C(/C=C/c1cccc([N+](=O)[O-])c1)Nc1ccccn1
13	CC(Sc1nc(-c2ccccc2)cc(C(F)(F)F)n1)C(=O)O (stereo not drawn)
14	CCOC(=O)c1ccc(N=C2SC(C(=O)NC)CC(=O)N2CCc2ccccc2)cc1 (stereo not drawn)
15	O=C(Nc1ccccn1)c1ccc(S(=O)(=O)N2CCCC2)cc1
16	CCOC(=O)c1c(C(=O)OCC)c(C)n(CCc2ccc(OC)c(OC)c2)c1C
17	CC(C)CN(C(=O)CSc1nncn1C)C1CCS(=O)(=O)C1 (stereo not drawn)
18	CC(Sc1nc2cc([N+](=O)[O-])ccc2n1-c1ccc(F)cc1)C(=O)NCc1ccc2c(c1)OCO2 (stereo not drawn)
19	COc1ccccc1CNC(=O)CCSCc1cccc(Cl)c1
20	CCCCCC(=O)NNC(=O)c1ccc(F)cc1

compound no.,11,12,13,14,15,16,17,18,19,20
AmpC inh detg,-4%,0%,1%,3%,-19%,-8%,5%,3%,-5%,-22%
Sm TGR inh,0%,-5%,-1%[57.1 µM],-15%,-27%,5%,-8%,-4%,-6%,-4%
AmpC no deterg,.,-16%,-15%,172%[activator],-7%,102%[activator],-5%,-27%,-15%,-19%
HCMV antiviral,13,15,-39,34,17,-13,6,-22,-20,-4
FBPA Giardia inh,.,2%,16%,-6%,.,6%,.,?,8%,5%
AMA1 RON2 block,.,-16%,-4%,0%,3%,-18%,-14%,8%,6%,25%

# Limited to AmpC no deterg (two entries from above):
nr	structure	AmpC no deterg
16	CCOC(=O)c1c(C(=O)OCC)c(C)n(CCc2ccc(OC)c(OC)c2)c1C	102%[activator]
17	CC(C)CN(C(=O)CSc1nncn1C)C1CCS(=O)(=O)C1 (stereo not drawn)	-5%

# Continuation.
21	CCC1=Nc2cc(C(=O)NCCCOC)ccc2Sc2ccccc21
22	COc1cc(N)c(Cl)cc1C(=O)OCC(=O)NC1CCCC1
23	CCOC(=O)C1(CC2CCCCO2)CCN(C(=O)Nc2ccc(C)c(C)c2)CC1 (stereo not drawn)
24	N#Cc1ccccc1NC(=O)COc1c(Br)cc(Br)c2cccnc12
25	COc1ccc(NS(=O)(=O)c2ccc(Cl)c(NC(=O)c3ccccc3F)c2)cc1
26	Nc1nc(SCC(=O)NCc2ccccc2)n[nH]1
27	Cc1cccc(C)c1NC1=NCCCCC1
28	Cc1ccc(-c2cc(C(F)F)nc(NCc3cccnc3)n2)cc1
29	COc1ccc(-c2csc(NC(=O)c3ccccc3OC)c2C(=O)O)cc1OC
30	CCOc1cc(/C=C2/C(=N)N3C(=NC2=O)SN=C3S(=O)(=O)C(C)C)ccc1OC(=O)c1ccco1

compound no.,21,22,23,24,25,26,27,28,29,30
AmpC inh detg,2%,?,-1%,-9%,.,?,2%,-2%,5%,-1%
Sm TGR inh,0%,-1%,13%,-7%,.,0%,-2%,-7%,1%,-24%
AmpC no deterg,57%,-25%,21%,-43%,-30%,-20%,-16%,35%,-18%,-42%
HCMV antiviral,-76*,-13,-22,85,?,-16,?,38,-11,-22
FBPA Giardia inh,9%,-3%,3%,-20%,.,5%,4%,-1%,-21%,.
AMA1 RON2 block,-11%,-5%,1%,-18%,12%,11%,-3%,?,-2%,-3%

31	CN(C)CCNC(=O)Cc1ccc([N+](=O)[O-])cc1
32	CCOc1ccccc1C(=O)NCc1ccc2c(c1)CCN2C(=O)c1ccc(F)cc1
33	CCOc1ccc(NC(=O)CC2C(=O)N(c3ccccc3)C(=O)N2Cc2ccc3c(c2)OCO3)cc1 (stereo not drawn)
34	O=C(CC(c1ccco1)S(=O)(=O)c1ccccc1)c1ccccc1 (stereo not drawn)
35	CCCc1nc(SC)ncc1C(=O)N1CCN(c2ccc(Cl)cc2)CC1
36	O=C(Nc1ccc2oc(-c3ccccc3)nc2c1)c1cccs1
37	CCOc1ccc(N(CC(=O)Nc2ccccc2C(=O)N2CCOCC2)S(=O)(=O)c2ccc(F)cc2)cc1
38	CCc1ccc(NC(=O)c2cc(C(C)=O)n3ccccc23)cc1
39	Cc1c(NC(=S)N/N=C/c2ccc(N(C)C)cc2)c(=O)n(-c2ccccc2)n1C
40	CC(=O)NN1C(=O)/C(=C\c2ccccc2)SC1=S

compound no.,31,32,33,34,35,36,37,38,39,40
AmpC inh detg,-8%,6%,-6%,2%,-1%,-1%,-2%,0%,-11%,-9%
Sm TGR inh,-14%,0%,1%,?,1%,0%,-16%,2%,-6%,10%
AmpC no deterg,-18%,.,.,-31%,.,-32%,47%,.,-56%,-16%
HCMV antiviral,-4,-16,4,5,-23,13,-29,53,56,-40
FBPA Giardia inh,2%,.,.,9%,.,-14%,-1%,.,-8%,.
AMA1 RON2 block,10%,.,.,-21%,.,2%,6%,.,-3%,64%[activator]

# Along the list, from the results shown.
# Sm TGR inh for nos. 31–40, in order: -14%, 0%, 1%, ?, 1%, 0%, -16%, 2%, -6%, 10%
# AmpC inh detg for nos. 31–40, in order: -8%, 6%, -6%, 2%, -1%, -1%, -2%, 0%, -11%, -9%

# Other structures follow.
41	CCc1ccc(C(=O)Nn2cnc3ccccc3c2=O)cc1
42	O=C(O)c1ccc(CNc2ccccc2C(=O)O)cc1
43	C[C@H](NC(=O)OC(C)(C)C)C(=O)N/N=C/c1ccc2nccnc2c1
44	COc1ccc(S(=O)(=O)NC2CC(C)(C)NC(C)(C)C2)cc1C(C)C
45	O=C(COC(=O)c1ccc(O)cc1)Nc1ccccc1-c1ccccc1
46	Cc1nc2nc(C)c(CCC(=O)Nc3ccc4c(c3)OCO4)c(C)n2n1
47	CCN(CC)CCNC(=O)c1ccc(NC(C)=O)cc1
48	CCOC(=O)c1c(-c2ccccc2)csc1NC(=O)CSc1nnc(C)s1
49	Cc1ccc(CCn2c3c(c4ccccc42)CN(C)CC3)cn1
50	COC(=O)[C@H](CCSC)NC(=O)NCc1ccccn1

compound no.,41,42,43,44,45,46,47,48,49,50
AmpC inh detg,-1%,4%,?,-8%,-13%,-5%,-4%&-1%,?,?,?
Sm TGR inh,-8%,-6%,1%,-6%,-16%,15%,8%&10%,-15%,1%,4%
AmpC no deterg,-16%,-15%,-6%,31%,-20%,-11%,-22%&-28%,72%[activator],18%,-11%
HCMV antiviral,107,31,35,?,-15,-21,46&50,?,-12,25
FBPA Giardia inh,8%,4%,5%,3%,0%,-3%,3%&-3%&1%&1%,-15%,-20%,4%
AMA1 RON2 block,-5%,19%,-7%,14%,-1%,-5%,6%&1%,7%,2%,26%

51	COc1ccc(NC(=O)CN2CCN(Cc3ccccc3)CC2)cc1
52	COc1ccccc1CNC(=O)Cn1nnnc1CN(C)C(C)C
53	C=CCN(c1nc(C)cc(OC)n1)S(=O)(=O)c1ccccc1
54	COc1cccc(COC(=O)C2CCN(S(=O)(=O)c3ccc(C)cc3C)CC2)c1OC
55	COc1ccccc1NCC(=O)NNC(C)C(=O)Nc1cccc(Cl)c1 (stereo not drawn)
56	CC(C)[C@H](Nc1nc(-c2ccccc2)nc2c1oc1ccccc12)C(=O)O
57	COc1ccc(CNC(=O)c2ccc(-c3nc(CSc4ccc(C)cc4)c(C)o3)cc2)cc1OC
58	CC(Nc1cc(N2CCCC2)ccc1[N+](=O)[O-])c1ccccc1 (stereo not drawn)
59	CCN1C(=O)/C(=C\c2ccc(F)cc2)N=C1SCC(=O)NCc1ccco1
60	O=C(NCCc1ccccc1)c1cnc2sc(N3CCCC3)nn2c1=O

compound no.,51,52,53,54,55,56,57,58,59,60
AmpC inh detg,-29%,-14%,-18%,-1%,3%,-3%,-4%,-1%,?,1%
Sm TGR inh,11%,-15%,-3%,2%,3%,3%,0%,0%,3%,-3%
AmpC no deterg,2%,-8%,-5%,-6%,24%,-22%,.,-15%,-14%,.
HCMV antiviral,10,26,-17,8,-15,9,-6,-10,-8,-23
FBPA Giardia inh,11%,4%,2%,.,?,21%,.,-3%,14%,.
AMA1 RON2 block,-5%,0%,9%,0%,21%,-1%,.,-1%,11%,.

61	COc1ccc(C)cc1-n1cnc2cc(C(=O)NC3CCCCCC3)ccc21
62	CCOC(=O)c1cnc2ccc(C)cc2c1Sc1ccc(F)cc1
63	CCn1c(Cc2ccccc2)nnc1SCC(=O)Nc1ccc(C)cc1
64	Fc1ccc(-[n+]2nc(Nc3ccccc3)sc2-c2ccc(OCc3ccccc3)cc2)cc1
65	CCc1cc(Cn2nc(-c3ccccc3)cc2C(=O)NCc2ccccc2OC)on1
66	CC1(c2ccccc2)CC(C)(C)N2C(=O)C(=O)c3cccc1c32 (stereo not drawn)

compound no.,61,62,63,64,65,66
AmpC inh detg,10%,-10%,?,?,?,?
Sm TGR inh,-3%,-33%,2%,-13%,3%,0%
AmpC no deterg,.,31%,0%,-35%,-5%,-59%
HCMV antiviral,?,-32,-9,?,70,-2
FBPA Giardia inh,.,-14%,-4%,16%,.,-10%
AMA1 RON2 block,.,24%,5%,6%,11%,?

# Screening data (PubChem)
